Compound activity from PubChem BioAssay.
S1P2 antag – blocks the human S1P2 receptor; O95136; cell-based S1P2 antagonist assay, inhibition at 5 uM; inhibition, % at 5 µM; 97,000 tested, 0.21% active; AID 736; in the data active means inhibition above about 45%;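 further: CRE beta-lactamase reporter cells expressing human S1P2 stimulated with S1P; 0% = agonist at EC80 alone and 100% = agonist plus reference antagonist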
sEH inhibitor – soluble epoxide hydrolase (human) inhibition; recombinant human sEH enzymatic activity assay; P34913; inhibition, % at 2 µM; 91,000 tested, 0.34% active; in the data active means inhibition above about 80%; further: values of inactives mirror those of a sister screen read the other way; many of its hits are not listed in these tables
Target sequence (P34913 whole entry, looked up): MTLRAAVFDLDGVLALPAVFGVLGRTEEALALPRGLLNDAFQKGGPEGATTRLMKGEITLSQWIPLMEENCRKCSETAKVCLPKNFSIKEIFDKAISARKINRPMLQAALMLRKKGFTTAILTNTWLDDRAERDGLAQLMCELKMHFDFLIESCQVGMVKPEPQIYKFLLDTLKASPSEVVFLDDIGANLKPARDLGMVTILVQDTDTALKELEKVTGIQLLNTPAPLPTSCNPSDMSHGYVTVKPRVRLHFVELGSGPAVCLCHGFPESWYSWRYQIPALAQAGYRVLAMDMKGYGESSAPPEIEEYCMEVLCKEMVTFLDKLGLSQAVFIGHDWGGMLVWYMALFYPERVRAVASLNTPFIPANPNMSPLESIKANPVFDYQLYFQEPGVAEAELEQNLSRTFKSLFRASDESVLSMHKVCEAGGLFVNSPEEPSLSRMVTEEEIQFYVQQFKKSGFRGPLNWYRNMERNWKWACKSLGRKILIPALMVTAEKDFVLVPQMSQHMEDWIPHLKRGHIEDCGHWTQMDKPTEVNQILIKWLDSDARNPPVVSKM
PostGolgi yeast – growth inhibition of a yeast mutant, post-Golgi transport screen | post-Golgi transport phenotypic cell assay | inhibition, % at 10 µM | 98,000 tested, 0.9% active;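 further: yeast cells grown in 1536-well plates; yeast grown about 18 h at 30C before absorbance read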
hDAT+cocaine – changed human dopamine transporter uptake under cocaine IC80. Q01959. LLC-PK1 hDAT cells, [14C]-dopamine uptake with cocaine IC80; actives deviate in either direction. 110,000 tested, 1.3% active. AID 449768. B-score at 10 µM;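 active means Z score or B-score, a plate-position-corrected score, falls beyond the plate's 99.7% confidence bounds, in either direction; inactive means both scores lie inside the 99.7% bounds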;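 further: scored against the spread of the other compound wells on the same plate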
CYP2C19 inhib – blocks human cytochrome P450 2C19; P33261; CYP2C19 Supersomes, luciferin-H EGE luminescence, 30 min; inhibition, % at 5 µM; 96,000 tested, 21% active;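 active means CYP2C19 inhibition above a set limit at 5 µM in the primary screen, cut at about 50% in these data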;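 further: plate controls were negative control wells for no effect and 2.5 mM tranylcypromine positive control for full effect; values of inactives mirror those of a sister screen read the other way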
PostGolgi ctrl – growth of the yeast control strain, post-Golgi counter-screen; 98,000 tested, 5% active; inhibition, % at 10 µM; efflux-deficient yeast background strain, growth absorbance A615, 16 h
CYP2C19 activ – cytochrome P450 2C19 (human) activation. AID 1025. P33261. recombinant CYP2C19, luciferin-H EGE luminescence; stronger effect = higher value; 0 = fully inhibited enzyme, 1 = untreated enzyme. activation factor at 5 µM. 96,000 tested, under 10 active;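 active means activation factor of at least 2 at 5 µM in the primary screen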;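 further: 0 = wells with 2.5 mM tranylcypromine and 1 = vehicle-only wells; values of inactives mirror those of a sister screen read the other way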
sEH activator – activators of human soluble epoxide hydrolase. purified human sEH enzymatic activity, activator screen. activation, % at 2 µM. 91,000 tested, 0.04% active; in the data active means activation above about 37%; further: values of inactives mirror those of a sister screen read the other way
S1P2 ag – activates the human S1P2 receptor; O95136; S1P2-expressing cell line, agonist reporter read-out; activation, % at 4.5 µM; 97,000 tested, 0.46% active; in the data active means activation above about 16%;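 further: 0% = vehicle low control and 100% = maximal reference agonist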
The depositor's hits bear a star; . = not tested or not shown. Unless noted, no stated cut-off is given here; in the data, active means inhibition above about 30%; inactive means the rest.

item	SMILES	S1P2 antag	sEH inhibitor	PostGolgi yeast	hDAT+cocaine	CYP2C19 inhib	PostGolgi ctrl	CYP2C19 activ	sEH activator	S1P2 ag
1	CCn1c(=O)cc(OCC(=O)Nc2ccccc2N2CCN(C)CC2)c2ccccc21	-11	.	-1	0.78	12	16	0.9	.	12
2	COc1ccc(C(=S)N2CCOCC2)cc1OC(=O)c1cc([N+](=O)[O-])c(C)c([N+](=O)[O-])c1	7	-7	-6	-1.4	0	0	1	6	-5
3	O=c1c(/C=N/O)c(Nc2ccccc2)nc2ccccn12	-25	.	-1	-1.1	20	9	0.8	.	-5
4	CCN(Cc1ccccc1)C(=O)Cn1cc2c(n1)CCCC2	.	.	8	-0.59	23	-3	0.8	.	.
5	CC1(C)CC(=O)C2=C(C1)N(c1ccc(F)cc1)C(N)=C(C#N)C2c1cccs1 (centres undefined)	4	-1	1	1.3	-2	7	1	4	-4
6	O=C(NC(=S)Nc1nc2c(s1)CSc1ccccc1-2)c1ccccc1	-26	3	-7	-0.17	12	8	0.9	-2	-4
7	O=C1CCN(C(=O)Nc2ccccc2Cl)N1	1	0	1	-0.61	-4	11	1	-3	-6
8	CCC1(C)N=C(c2ccc3c(c2)OCO3)CC(c2ccccc2O)N1 (centres undefined)	3	-18	-11	-1	59*	5	0.4	15	-4
9	COC(=O)c1cc(NS(=O)(=O)c2ccc(N3CCCCC3)c([N+](=O)[O-])c2)cc(C(=O)OC)c1	6	2	5	-0.22	10	10	0.9	-2	-5
10	Cc1cccc(C)c1OCC(=O)NCc1nnc(SCC(=O)NC2CCCCC2C)n1C (centres undefined)	11	7	0	-1.5	-4	0	1	-4	-1
11	CCOC(=O)c1cccc(NC(=O)C(NS(=O)(=O)c2ccc3c(c2)CCN3C(C)=O)C(C)C)c1 (centres undefined)	.	.	5	-1.4	19	2	0.8	.	.
12	COc1ccc2[nH]c3ccccc3c2c1	14	.	4	.	55*	8	0.5	.	-9
13	COC(=O)C1CCN(C(=O)CCC2CCCCC2)CC1	-24	6	-2	-0.056	20	-1	0.8	-5	2
14	Cc1ccc(-c2cc(C(=O)N3CCN(C(=O)c4ccco4)CC3)no2)cc1	-3	11	6	0.12	78*	1	0.2	-6	-4
15	CC1CCN(C(=O)Cn2c(=O)n(CCc3ccccc3)c(=O)c3ccccc32)CC1	-5	-1	21	-0.46	5	43*	0.9	-1	-3
16	COc1ccc(-c2nnc(SCc3cccc(C#N)c3)o2)cc1	-1	5	-10	-1	20	1	0.8	-4	-3
17	COc1ccc(N(C)C(=O)CCS(=O)(=O)c2cccc3nonc23)cc1	-4	-7	18	-0.44	24	1	0.8	8	-4
18	O=C(Nc1cccc(Cl)c1)OCc1cncs1	-4	34	2	0.051	99*	8	0	-35	-9
19	Cc1cccc(C)c1NC(=O)/C(=C/c1ccco1)c1ccccc1	-23	1	-5	0.71	43	16	0.6	-2	-3
20	CC(C)(C)NC(=O)CSc1nc2ccccc2n1-c1ccccc1	4	-18	6	1.8	99*	33*	0	16	-4
21	CCCCCCn1c(SCCCC)nc2c1c(=O)[nH]c(=O)n2C	-2	-4	-1	-0.57	12	29	0.9	8	-6
22	Cc1ccc(-c2cn3c(=S)[nH]nc3s2)cc1	16	23	-2	.	24	17	0.8	-22	-8
23	O=C(COC(=O)c1ccccc1-c1ccccc1[N+](=O)[O-])c1ccccc1	11	1	.	0.83	.	.	.	4	-6
24	CCOC(=O)N1CCN(c2nc(-c3cccs3)cc(C(F)(F)F)n2)CC1	-16	2	-3	-0.2	8	12	0.9	1	-4
25	Cc1cc(C)c(NC(=O)NC(=O)c2cccc(F)c2)c(C)n1	10	6	-4	-1.3	-2	-4	1	-5	-1
26	N#Cc1c(N)n(CCOC(=O)c2ccc(Cl)cc2)c2nc3ccccc3nc12	-22	4	-1	0.32	29	-5	0.7	-5	16*
27	CCOC(=O)c1ccc(N2C(=O)CC(SCC(N)C(=O)OCC)C2=O)cc1 (centres undefined)	.	.	-8	0.4	20	3	0.8	.	.
28	CCOC(=O)COc1ccc(-c2nnc(-c3ccccc3)o2)cc1	6	-1	-13	-1	39	4	0.6	-1	-6
29	O=C(O)C1CC=CCC1C(=O)NCc1ccc2c(c1)OCO2 (centres undefined)	-34	5	.	0.46	.	.	.	-4	1
30	CCN(CC)C(=O)CSc1nnc(-c2ccccc2)n1-c1ccccc1	2	1	1	-0.016	45	4	0.6	2	-1
31	Cc1ccccc1Cn1nnc(-c2ccc3c(c2)OCO3)n1	-9	14	.	0.71	.	.	.	-10	-6

Structural class: those above containing four or more nitrogen atoms (8)
item	SMILES	S1P2 antag	sEH inhibitor	PostGolgi yeast	hDAT+cocaine	CYP2C19 inhib	PostGolgi ctrl	CYP2C19 activ	sEH activator	S1P2 ag
1	CCn1c(=O)cc(OCC(=O)Nc2ccccc2N2CCN(C)CC2)c2ccccc21	-11	.	-1	0.78	12	16	0.9	.	12
3	O=c1c(/C=N/O)c(Nc2ccccc2)nc2ccccn12	-25	.	-1	-1.1	20	9	0.8	.	-5
10	Cc1cccc(C)c1OCC(=O)NCc1nnc(SCC(=O)NC2CCCCC2C)n1C (centres undefined)	11	7	0	-1.5	-4	0	1	-4	-1
21	CCCCCCn1c(SCCCC)nc2c1c(=O)[nH]c(=O)n2C	-2	-4	-1	-0.57	12	29	0.9	8	-6
24	CCOC(=O)N1CCN(c2nc(-c3cccs3)cc(C(F)(F)F)n2)CC1	-16	2	-3	-0.2	8	12	0.9	1	-4
26	N#Cc1c(N)n(CCOC(=O)c2ccc(Cl)cc2)c2nc3ccccc3nc12	-22	4	-1	0.32	29	-5	0.7	-5	16*
30	CCN(CC)C(=O)CSc1nnc(-c2ccccc2)n1-c1ccccc1	2	1	1	-0.016	45	4	0.6	2	-1
31	Cc1ccccc1Cn1nnc(-c2ccc3c(c2)OCO3)n1	-9	14	.	0.71	.	.	.	-10	-6
